PAFAH1B2 FP inh – inhibitors of human PAFAH1B2; inhibition, % at 3.39 µM; 340,000 compounds, 1.2% hits; P68402; recombinant PAFAH1B2, FP-rhodamine activity probe, fluorescence polarization; AID 492953;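 active = inhibition above the mean of all tested compounds plus 3 SD, cut at about 24% in these data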;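 also: 0% = enzyme with DMSO and 100% = wells lacking PAFAH1B2; many of its hits are not listed in these tables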
Target sequence (P68402 whole entry, looked up): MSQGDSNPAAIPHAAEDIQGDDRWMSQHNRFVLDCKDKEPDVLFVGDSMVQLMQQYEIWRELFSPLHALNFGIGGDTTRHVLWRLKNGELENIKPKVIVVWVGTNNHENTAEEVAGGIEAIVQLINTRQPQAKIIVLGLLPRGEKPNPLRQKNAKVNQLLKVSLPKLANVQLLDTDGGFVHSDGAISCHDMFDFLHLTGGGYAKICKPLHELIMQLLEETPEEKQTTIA
PME-1 inh – blocks human protein phosphatase methylesterase 1; inhibition, % at 5.9 µM; 320,000 compounds, 0.53% hits; Q9Y570; recombinant PME-1, FP-Rh probe fluorescence polarization;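 active = inhibition above the campaign mean of all compounds plus 3 SD, cut at about 26% in these data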;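 also: competitive labeling of PME-1 active site by serine hydrolase directed probe; 0% = PME-1 with DMSO and 100% = wells lacking PME-1 enzyme; inhibitors block probe labeling so polarization falls and inhibition rises; many of its hits are not listed in these tables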
LYPLA2 inh – counter-screen for PME1 inhibitors: inhibitors of human LYPLA2. O95372. recombinant LYPLA2, FP-Rh probe fluorescence polarization. inhibition, % at 5.9 µM. 320,000 compounds, 0.38% hits. AID 2177;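 active = inhibition above the screen-wide mean plus 3 SD, limit set per campaign, cut at about 26% in these data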;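 also: 0% = LYPLA2 with DMSO and 100% = wells lacking LYPLA2 enzyme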
GSTO1 inh – GSTO1 inhibition, counter-screen for RBBP9 inhibitors | inhibition, % at 5.96 µM | AID 1974 | P78417 | 300,000 compounds, 1.1% hits | recombinant GSTO1, activity-based probe fluorescence polarization;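 active = inhibition above the campaign mean inhibition plus 3 SD, cut at about 35% in these data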;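 also: 0% = GSTO1-1 with DMSO and 100% = wells lacking GSTO1-1 enzyme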
PREPL inh – inhibitors of human prolyl oligopeptidase-like enzyme PREPL | Q4J6C6 | recombinant PREPL, fluorescence polarization activity-based probe | inhibition, % at 5.96 µM | 320,000 compounds, 0.68% hits | AID 2751; in the data active = inhibition above about 43%;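 also: 0% = enzyme with DMSO and 100% = wells lacking enzyme; many of its hits are not listed in these tables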
LYPLA1 inh – LYPLA1 (human) inhibition in PME1 counter-screen. O75608. 320,000 compounds, 0.16% hits. inhibition, % at 5.9 µM. recombinant LYPLA1, FP-Rh probe fluorescence polarization;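 active = inhibition above the mean of all tested compounds plus 3 SD, set per campaign, cut at about 14% in these data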;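 also: inhibitors block serine hydrolase probe labeling of LYPLA1 so polarization falls; 0% = enzyme with DMSO and 100% = wells lacking LYPLA1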
Target sequence (O75608 whole entry, looked up): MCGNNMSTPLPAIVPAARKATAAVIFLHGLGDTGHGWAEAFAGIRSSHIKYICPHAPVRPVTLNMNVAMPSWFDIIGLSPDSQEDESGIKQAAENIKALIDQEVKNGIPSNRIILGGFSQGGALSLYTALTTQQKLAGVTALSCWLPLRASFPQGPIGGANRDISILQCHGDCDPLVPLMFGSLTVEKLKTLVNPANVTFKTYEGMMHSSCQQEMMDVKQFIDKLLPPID
PAFAH1B3 inh – PAFAH1B3 (human) inhibition | Q15102 | recombinant PAFAH1B3, FP-rhodamine probe, fluorescence polarization | inhibition, % at 3.39 µM | 340,000 compounds, 0.28% hits | AID 492972;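 active = inhibition above the screen-wide average of all tested compounds plus 3 SD, cut at about 25% in these data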;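 also: 0% = enzyme with DMSO only and 100% = wells lacking PAFAH1B3 protein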
Target sequence (Q15102 whole entry, looked up): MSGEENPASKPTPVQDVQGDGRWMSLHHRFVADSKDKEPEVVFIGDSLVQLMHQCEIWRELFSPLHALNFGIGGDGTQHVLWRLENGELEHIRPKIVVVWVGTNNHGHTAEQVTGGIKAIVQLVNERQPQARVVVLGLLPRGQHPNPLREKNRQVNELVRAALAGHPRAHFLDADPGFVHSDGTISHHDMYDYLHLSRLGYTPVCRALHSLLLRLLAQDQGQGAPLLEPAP
pPAFAH FP inh – pPAFAH (human) enzyme inhibition | Q13093 | recombinant pPAFAH, FP-rhodamine probe fluorescence polarization | inhibition, % at 3.39 µM | 330,000 compounds, 1.5% hits | AID 463082;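 active = inhibition above the mean inhibition across the screen plus 3 SD, cut at about 25% in these data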;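 also: inhibitors block binding of the rhodamine activity-based probe so polarization drops; 0% = enzyme with DMSO and 100% = wells lacking pPAFAH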
PAD4 inh – blocks human protein arginine deiminase 4 | recombinant PAD4, RCA probe fluorescence polarization | Q9UM07 | 330,000 compounds, 0.41% hits | inhibition, % at 6.36 µM;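 active = percent inhibition above a cutoff equal to the mean of all tested compounds plus 3 SD, cut at about 15% in these data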;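 also: 0% = PAD4 with RCA probe and DMSO and 100% = probe without PAD4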
Active calls of the source: *; . = no result given. A portion of the library (hit frequency here may not be typical).

SMILES | PAFAH1B2 FP inh | PME-1 inh | LYPLA2 inh | GSTO1 inh | PREPL inh | LYPLA1 inh | PAFAH1B3 inh | pPAFAH FP inh | PAD4 inh
O=C(Nc1ccc2c(c1)OCCO2)c1ccc(Br)o1 | 3 | -2 | 0 | -5 | 12 | 2 | 4 | -2 | -8
CCOc1ccccc1CNC(=O)Cn1ccc2cc(S(=O)(=O)N3CCCCCC3)ccc21 | 9 | 7 | -2 | -3 | 2 | -4 | 3 | 4 | 0
Cc1cccc(CCNC(=O)c2cc(S(=O)(=O)N3CCCC3)cn2C)c1 | 4 | 6 | -7 | 1 | -7 | -4 | -2 | 3 | -6
Cc1ccc(-c2csc(NC(=O)CSc3nc4ccccc4c(=O)n3CCCN(C)C)n2)cc1 | 8 | 7 | -7 | -7 | -141 | -8 | 9 | 4 | 0
COC(=O)[C@]1(Cc2ccccc2)N[C@H](CN(C)C(=O)Nc2ccc(Cl)cc2)[C@@H]2C(=O)N(Cc3ccccc3)C(=O)[C@@H]21 | 6 | . | . | . | -4 | . | 10 | 1 | -2
COc1ccc(CCNC(=O)CCC(=O)N2CCOc3ccc(Cl)cc32)cc1OC | 6 | -1 | -1 | 4 | 1 | 0 | 14 | 3 | -4
COc1ccc(C(=O)CSc2nnc(-c3cccnc3)n2Cc2ccco2)cc1 | 1 | 2 | -6 | 4 | 3 | -4 | -6 | 0 | -1
Cc1ccc(-n2c(Cn3nc(C(F)(F)F)cc3C)n[nH]c2=S)cc1 | 12 | 4 | 1 | 0 | 10 | 1 | 3 | 3 | 1
NC(=O)c1cc(S(=O)(=O)N2CC=C(c3ccccc3)CC2)cs1 | -2 | -4 | 12 | 4 | -20 | 1 | 8 | 3 | 0
CCN1CCN(C(c2cc3cc4c(cc3[nH]c2=O)OCO4)c2nnnn2C(C)(C)CC)CC1 (configuration not stated) | 1 | 10 | 0 | 4 | 7 | 1 | 3 | -3 | 4
CCCC(=O)Nc1ccc(NC(=S)NC(=O)c2cccs2)cc1 | -5 | 8 | 20 | -1 | -2 | 3 | 8 | 2 | 3
O=C(COC(=O)C1C2CC3OC(=O)C1C3C2)Nc1ccc(F)cc1 (configuration not stated) | -6 | 0 | -3 | 2 | 2 | -2 | 12 | 3 | 0
Nc1cc(C(=O)OCC(=O)Nc2ccc(N3CCOCC3)cc2)ccc1Cl | -1 | 5 | -1 | . | 7 | 0 | -2 | 7 | -5
Cc1ccc(NC(=S)NNC(=O)Nc2ccccc2)cc1 | 5 | 3 | 3 | -10 | 13 | 2 | 3 | -1 | -1
Cc1ccc(CC(=O)N(Cc2ccccc2)c2ccccn2)cc1 | 1 | -2 | 4 | 18 | 8 | -1 | -4 | 2 | -5
C[C@]12CCC(O)CC1CCC1C2CC[C@]2(C)C(c3cc(C(F)(F)F)n[nH]3)CCC12 (some centres not stated) | -2 | -1 | -10 | 3 | -7 | -6 | -2 | -4 | -4
COc1cc(OC)cc(C(=O)Nn2cc(C(=O)Nc3ccccc3F)c3ccccc3c2=O)c1 | -2 | -6 | -7 | 1 | -27 | -6 | -10 | 1 | -5
COc1ccc(-c2[nH]n(-c3ccc([N+](=O)[O-])cc3)c(=O)c2C=NCc2ccncc2)cc1 | 2 | 9 | -5 | 14 | 13 | -2 | -5 | 6 | -2
COc1cc(/C=N/NC(N)=O)c(Br)cc1OCC(=O)Nc1ccccc1C | -2 | 0 | -8 | 0 | 2 | -2 | 0 | 1 | 2
CCCNC(=O)C(Cc1cccc(Cl)c1)NC(=O)c1ccc(C#N)cc1 (configuration not stated) | -1 | 4 | -5 | . | -4 | 1 | 17 | 1 | 5
CCCC(=O)Nc1ccc2c(c1)nc1n2CCN(C2CCCCC2)C1 | 1 | -1 | 0 | -6 | 6 | -2 | 4 | 1 | -14
CCOC(=O)Cc1nn(CC)c(=O)c2ccccc12 | 2 | 3 | 0 | 2 | 4 | -2 | 5 | 7 | -1
O=C1CCN(Cc2ccccc2)C=C1c1ccc(C(F)(F)F)cc1 | 2 | . | . | . | -6 | . | 8 | 6 | -1
CC1CCCN(C(=O)Cn2c3ccccc3c3nc4n(c(=O)c32)CCS4)C1 (configuration not stated) | 5 | -3 | -5 | 2 | 2 | 0 | -5 | 5 | 0
CCO[C@H]1OC(C(=O)N2CCN(Cc3ccccc3)CC2)=C[C@@H](c2ccc(C(F)(F)F)cc2)[C@@H]1CCCO | -3 | -1 | -3 | -1 | 15 | 1 | 3 | 3 | 0
CCN(CC)CCN(C(=O)c1ccc2ccccc2c1)c1nc2cc3c(cc2s1)OCO3 | 4 | 4 | -1 | 9 | 5 | -3 | 9 | 6 | 0

A run of entries from the list above, for reference:
SMILES | PAFAH1B2 FP inh | PME-1 inh | LYPLA2 inh | GSTO1 inh | PREPL inh | LYPLA1 inh | PAFAH1B3 inh | pPAFAH FP inh | PAD4 inh
CCO[C@H]1OC(C(=O)N2CCN(Cc3ccccc3)CC2)=C[C@@H](c2ccc(C(F)(F)F)cc2)[C@@H]1CCCO | -3 | -1 | -3 | -1 | 15 | 1 | 3 | 3 | 0
CCN(CC)CCN(C(=O)c1ccc2ccccc2c1)c1nc2cc3c(cc2s1)OCO3 | 4 | 4 | -1 | 9 | 5 | -3 | 9 | 6 | 0

Not a retest: entries from further up.
SMILES | PAFAH1B2 FP inh | PME-1 inh | LYPLA2 inh | GSTO1 inh | PREPL inh | LYPLA1 inh | PAFAH1B3 inh | pPAFAH FP inh | PAD4 inh
COc1cc(OC)cc(C(=O)Nn2cc(C(=O)Nc3ccccc3F)c3ccccc3c2=O)c1 | -2 | -6 | -7 | 1 | -27 | -6 | -10 | 1 | -5
COc1ccc(-c2[nH]n(-c3ccc([N+](=O)[O-])cc3)c(=O)c2C=NCc2ccncc2)cc1 | 2 | 9 | -5 | 14 | 13 | -2 | -5 | 6 | -2
COc1cc(/C=N/NC(N)=O)c(Br)cc1OCC(=O)Nc1ccccc1C | -2 | 0 | -8 | 0 | 2 | -2 | 0 | 1 | 2
CCCNC(=O)C(Cc1cccc(Cl)c1)NC(=O)c1ccc(C#N)cc1 (configuration not stated) | -1 | 4 | -5 | . | -4 | 1 | 17 | 1 | 5
CCCC(=O)Nc1ccc2c(c1)nc1n2CCN(C2CCCCC2)C1 | 1 | -1 | 0 | -6 | 6 | -2 | 4 | 1 | -14
CCOC(=O)Cc1nn(CC)c(=O)c2ccccc12 | 2 | 3 | 0 | 2 | 4 | -2 | 5 | 7 | -1
O=C1CCN(Cc2ccccc2)C=C1c1ccc(C(F)(F)F)cc1 | 2 | . | . | . | -6 | . | 8 | 6 | -1
CC1CCCN(C(=O)Cn2c3ccccc3c3nc4n(c(=O)c32)CCS4)C1 (configuration not stated) | 5 | -3 | -5 | 2 | 2 | 0 | -5 | 5 | 0
CCO[C@H]1OC(C(=O)N2CCN(Cc3ccccc3)CC2)=C[C@@H](c2ccc(C(F)(F)F)cc2)[C@@H]1CCCO | -3 | -1 | -3 | -1 | 15 | 1 | 3 | 3 | 0
CCN(CC)CCN(C(=O)c1ccc2ccccc2c1)c1nc2cc3c(cc2s1)OCO3 | 4 | 4 | -1 | 9 | 5 | -3 | 9 | 6 | 0

Compound activity as filed in PubChem.
